BLM helicase inh: inhibitors of human Bloom syndrome helicase BLM. hit rate 0.2% among 350,000. Potency, µM (highest dose often 56.1 µM), without a hit: at the highest dose activity change, negative = inhibition, most hits filed as inhibitors. recombinant BLM DNA unwinding, fluorescence dequenching. P54132;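 further: potency means the concentration at half of the fitted maximal effect; plate controls were vehicle for no effect and no enzyme for full effect; nearly all actives have a fitted effect of over 35% in size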
Pol beta inh: blocks human DNA polymerase beta activity; Pol beta primer extension/strand displacement, fluorescence kinetic; Potency, µM (doses to about 114 µM), inactives show top-dose activity change, negative = inhibition, most hits filed as inhibitors; hit rate 1.3% among 340,000; further: potency means the concentration at half of the fitted maximal effect; on the % scale 0 is the no-effect control and ±100 the full control effect
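Human Pol beta at 10 nM; strand-displacement substrate 50 nM final. Compound exposure 15 min at room temperature before start, reaction 10 min at room temperature.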
Anesthetic bind: binds horse apoferritin like a general anesthetic; P02791; apoferritin/1-aminoanthracene competitive binding, fluorescence; Potency, µM (top dose mostly 77.5 µM), for inactives: at the highest dose activity change, negative = displacement, most hits filed as inhibitors; hit rate 0.074% among 350,000; AID 485281; further: potency means the concentration at half of the fitted maximal effect; on the % scale 0 is the no-effect control and ±100 the full control effect; nearly all actives have a fitted effect of over 20% in size
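Probe: 1-aminoanthracene (50% saturated, PBS). Protein: horse-spleen apoferritin, 10 uM. Incubation: 10 min, room temperature. Detection: 380 nm excitation, 535 nm emission. Analysis: normalized response, four-parameter Hill.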
ERG Ets-DNA blk: inhibitors of human ERG Ets domain-DNA interaction; P11308; fluorescence polarization, His-ERG Ets domain / labelled DNA; Potency, µM (doses to about 76.9 µM), for the others: top-dose FP activity, negative = inhibition, usual class: inhibitors; hit rate 0.028% among 370,000; AID 624246; active means well fitted inhibition curve with a large enough effect in the polarisation, with a control signal flat; inconclusive means small, poorly fitted or top-dose-only effect, or effect the other way, or a change in a side signal; inactive means no such curve, though single readings can be large or run the other way; the % refers to the polarisation;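 further: polarization taken with two DNA probes labelled with fluorescein and Texas red; potency means the concentration at half of the fitted maximal effect; % of control where 0% means no effect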
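His-tagged ERG Ets domain (1 uM in the protein solution; 300mM KCl, 50mM Tris-HCl, 1mM EDTA, 1mM DTT, pH 7.5) received compound, then a probe mix of 5 nM fluorescein-DNA and 100nM Texas-615-DNA. Fluorescence polarization was read for both dyes.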
APE1 inh: blocks human APE1 abasic DNA cleavage. hit rate 0.35% among 350,000. P27695. Potency, µM (series often up to 65.8 µM), without a hit: top-dose activity change, negative = inhibition, usual class: inhibitors. recombinant APE1, TAMRA/BHQ-2 abasic DNA cleavage fluorescence. AID 2517;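 further: potency means the concentration at half of the fitted maximal effect; plate controls were vehicle for no effect and reference inhibitor for full effect; nearly all actives have a fitted effect of over 55% in size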
Target sequence (P27695 whole entry, looked up): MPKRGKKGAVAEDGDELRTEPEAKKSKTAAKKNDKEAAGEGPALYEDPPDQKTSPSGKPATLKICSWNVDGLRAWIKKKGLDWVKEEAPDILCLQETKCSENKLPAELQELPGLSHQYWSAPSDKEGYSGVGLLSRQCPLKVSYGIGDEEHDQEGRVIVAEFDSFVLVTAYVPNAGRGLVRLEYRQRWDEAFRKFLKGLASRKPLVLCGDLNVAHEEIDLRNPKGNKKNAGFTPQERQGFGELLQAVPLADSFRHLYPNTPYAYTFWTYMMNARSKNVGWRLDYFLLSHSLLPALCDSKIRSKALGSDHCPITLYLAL
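Endonuclease cleavage of a quenched abasic-site DNA duplex (50 nM) by APE1 (0.75 nM) was tracked by TAMRA dequenching. Compounds were preincubated with enzyme 15 min at room temperature; data normalized to buffer-only and DMSO wells plus NSC13755 control.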
POLI inh: inhibitors of human DNA polymerase iota; hit rate 1% among 390,000; AID 588590; Pol iota fluorescent replication assay, 10 min; Potency, µM (series often up to 115 µM), for inactives: at the top dose activity, negative = inhibition, actives largely listed as inhibitors; Q9UNA4; further: potency means the concentration at half of the fitted maximal effect
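Fluorescent replication assay read twice, at 0 min and 10 min after adding 50 nM (final) substrate. Enzyme (10 nM) and compounds were first incubated 15 min at room temperature; enzyme-free buffer wells were negative controls.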
12-LOX inh: ALOX12 (human) lipoxygenase inhibition; Potency, µM (series often up to 108 µM), without a hit: top-dose activity change, negative = inhibition, usual class: inhibitors; hit rate 1.1% among 580,000; purified 12hLO, xylenol orange hydroperoxide absorbance; P18054; further: potency means the concentration at half of the fitted maximal effect; on the % scale 0 is the no-effect control and ±100 the full control effect
Target sequence (P18054 whole entry, looked up): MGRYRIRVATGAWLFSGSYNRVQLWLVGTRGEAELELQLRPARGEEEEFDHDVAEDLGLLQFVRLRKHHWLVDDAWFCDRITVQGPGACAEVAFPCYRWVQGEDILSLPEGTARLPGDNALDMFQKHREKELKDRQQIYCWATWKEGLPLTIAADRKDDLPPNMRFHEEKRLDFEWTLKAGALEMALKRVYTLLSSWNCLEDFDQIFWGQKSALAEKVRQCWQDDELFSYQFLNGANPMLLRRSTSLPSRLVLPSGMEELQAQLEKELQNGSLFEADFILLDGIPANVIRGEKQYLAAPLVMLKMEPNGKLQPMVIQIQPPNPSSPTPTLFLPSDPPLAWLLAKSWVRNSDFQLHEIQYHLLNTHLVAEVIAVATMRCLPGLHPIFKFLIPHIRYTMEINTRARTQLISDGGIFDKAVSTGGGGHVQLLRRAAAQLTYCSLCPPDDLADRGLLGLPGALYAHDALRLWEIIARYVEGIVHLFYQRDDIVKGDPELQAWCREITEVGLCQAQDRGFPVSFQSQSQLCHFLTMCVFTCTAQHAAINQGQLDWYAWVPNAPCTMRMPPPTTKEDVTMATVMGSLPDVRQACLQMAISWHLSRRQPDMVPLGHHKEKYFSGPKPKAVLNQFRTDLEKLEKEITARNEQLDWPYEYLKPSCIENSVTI
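Hydroperoxide product was detected by ferrous iron/xylenol orange as the 573 to 405 nm absorbance ratio. Arachidonic acid at 40 uM (final) was turned over for 30 min at room temperature by 150 nM human 12hLO, pH 7.0 Hepes buffer, after 15 min compound preincubation.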
TRHR ag: TRH receptor (human) agonism; TRHR cells, calcium flux fluo-8, FDSS agonist mode; P34981; activation, % at 2 µM; hit rate 0.18% among 360,000; AID 493084; in the data active means activation above about 30%; further: 0% is about no effect
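Read-out: compound-evoked intracellular calcium rise in TRHR cells, fluo-8 dye, kinetic FDSS fluorescence at 1 s/cycle following a 10-cycle baseline. Cells cultured overnight before dye loading (30 min–1.5 h, RT).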
Pol kappa inh: DNA polymerase kappa (human) inhibition; hit rate 0.53% among 400,000; Potency, µM (series often up to 107 µM), for the others: top-dose activity, negative = inhibition, hits mostly inhibitors; AID 588579; purified Pol kappa, fluorescent DNA synthesis assay, 10 min; Q9UBT6; further: potency means the concentration at half of the fitted maximal effect; on the % scale 0 is the no-effect control and ±100 the full control effect
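Readout: fluorescence, taken kinetically at 0 and 10 min. Conditions: 10 nM Pol kappa, 15 min RT compound preincubation, 50 nM substrate final. Controls: enzyme-free buffer wells.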
Numbers without * were called inactive; i = inactive; ? = inconclusive; / = not tested or not shown; & = joins results of further samples; [ ] = remark or other dose. Unless noted, the call rests on the fitted dose curve; in most records, active means well fitted curve in the direction sought with a large enough effect; inconclusive means small, poorly fitted or top-dose-only effect, or another doubt; inactive means no such curve, though single readings can be large; an effect the other way counts as inactive or inconclusive.

structure	BLM helicase inh	Pol beta inh	Anesthetic bind	ERG Ets-DNA blk	APE1 inh	POLI inh	12-LOX inh	TRHR ag	Pol kappa inh
COC(=O)/C=C/c1cc(O)ccc1O	/	/	-11%	/	-5%	/	-4%	/	-3%[19.4 µM]
CCOC(=O)/C=C/C(=O)OCC(=O)Nc1ccc(C)cc1	-2%	0%	4%	3%	0%	?	-1%	0.4	-2%
O=C(O)/C(=C\c1ccc(-c2ccc(F)cc2)o1)c1ccccc1	-10%	?	-23%	5%	-3%	?	4%	0.4	?
COC(=O)c1ccc(NC(=O)CCc2c(C)nc3c(-c4ccccc4)c(C)nn3c2C)cc1	-8%	20%	41%[activator]	1%	/	79%[activator]	?	0.2	-18%
O=C(c1oc2ccccc2c1CSCc1ccccc1)N1CCN(c2ncccn2)CC1	-9%	28%	-8%	-9%	9%	2%	?	1.4	-6%
CN(C(=O)c1cccc(NC(=O)c2ccco2)c1)c1ccccc1	0%	3%	-12%	5%	9%	12%	0%	34*	1%
CCOC(=O)/C=C/C(=O)Nc1ccc(S(=O)(=O)N2CCCCCC2)cc1	-6%	33%	?	2%	18%	?	-12%	0.9	-7%
CCCc1ccc(OC(C)c2nc(-c3ccc(-n4cccc4)cc3)no2)cc1 (configuration not stated)	-2%	19%	-8%	0%	/	-8%	-5%	2.9	-4%
CC1CCN(c2ccc3nnc(CCC(=O)NCC(C)c4ccccc4)n3n2)CC1 (configuration not stated)	-1%	-1%	-20%	-10%	-3%	23%	-16%	-0.5	0%
COCCN(C(=O)CNC(=O)c1ccco1)C(C(=O)NC1CCCC1)c1ccc(OC)c(OC)c1 (configuration not stated)	-2%	-3%	2%	7%	33%[activator]	107%[activator]	-9%	0.4	-15%
O=C(Cn1c(SCC(=O)N2CCc3ccccc3C2)nc2ccccc21)NC1CCCC1	-5%	89µM*	?	-4%	-8%	18%	0%	-1.3	-7%
COc1ccc(N(C(=O)c2snc(C(N)=O)c2N)C(C(=O)NCc2ccc(F)cc2)c2ccc(O)cc2)cc1 (configuration not stated)	-12%	5%	1%	8%	-18%	2%	-22%	-0.4	1%
OCCC1CCCCN1CC(O)COCc1ccc(Cl)cc1 (configuration not stated)	3%	12%	0%	3%	-9%[12.4 µM]	10%	-28%	-0.7	-25%
Cc1cccc(C)c1OCC(=O)Nc1cccc(-c2nnc(-c3ccccc3)o2)c1	-5%	13%	-10%	0%	-4%	22%	i	0.1	0%
C=CCn1c(SCC(=O)NCCCO)nc2sc3c(c2c1=O)CCC3	2%	0%	-1%	16%	28%	45%[activator]	9%	0.2	-3%
CC1C(=O)C(C)(C)C(=O)OC1c1ccc([N+](=O)[O-])cc1 (configuration not stated)	-3%	37%	-3%	1%	8%	-21%	-34%	0.5	1%
CCn1c2c(c3cc(Cl)ccc31)CCCC2=O	-3%	3%	-11%	1%	2%	8%	-3%	0.0	-4%
O=C(C1CCCN(S(=O)(=O)c2cccc3nsnc23)C1)N1CCN(c2ccccc2)CC1 (configuration not stated)	-2%	7%	-2%	-19%	/	19%	-23%	-1.1	-11%
Cc1ccc(S(=O)(=O)NCc2ccccc2)cc1C(=O)NC(C)c1ccc(S(N)(=O)=O)cc1 (configuration not stated)	/	/	/	0%	16%	11%	6%	0.5	-21%
c1ccc(-c2ccc(OCCCn3cncn3)cc2)cc1	-3%	-22%	-11%	-2%	-2%	2%	1.4µM*	0.1	-12%
Cc1cc(N2CCN(c3ccccc3)CC2)nc(NCc2ccccc2)n1	0%	?	-17%	12%	-6%	7%	0%&-8%	1.1	3%
CCN1CCN(CCNC(=O)c2ccc(/C=C3/Sc4ccccc4N(Cc4ccccc4C)C3=O)cc2)CC1	?	13%	?	-1%	-1%	-13%	?	8.2	-12%
COCCCN1C(=O)C(=O)/C(=C(/O)c2ccc(C)cc2)C1/C=C/c1ccccc1 (configuration not stated)	-11%	8%	-7%	-5%	0%	?	?	0.3	-10%
COc1ccc(NC(=O)CN(C)C(=O)CSCc2ccc(C)cc2)cc1	/	/	/	-16%	-12%	9%	?	0.2	-18%
CCc1ccccc1NC(=O)Cn1c(=O)n(-c2ccccc2)c(=O)c2oc3ccccc3c21	-1%	29%	9%	0%	/	2%	-19%	1.5	-19%
C[C@@H]1CN([C@H](C)CO)C(=O)Cc2cc(NC(=O)CCC(F)(F)F)ccc2O[C@@H]1CN(C)C(=O)Nc1ccccc1	/	/	/	2%	11%	-10%	8%	/	21%
CC1CCCC(NC(=O)c2cccs2)C1C (configuration not stated)	/	/	/	-1%	5%	17%	1%	-0.5	-21%
CC(=O)c1ccc(-c2nnc(CCC(=O)N3CCCC(C(=O)CC(C)C)C3)o2)s1 (configuration not stated)	-2%	-1%	-10%	-7%	-5%	67%[activator]	-1%	-0.3	-12%
CCOC(=O)c1sc2ncn(/N=C/c3cccnc3)c(=O)c2c1C	-16%	3%	-20%	0%	?	1%	6%	-0.5	-2%
COc1cccc(C2=NO[C@@H]3C(=O)N(Cc4ccccc4)C(=O)[C@H]23)c1OC	-5%	24%	-12%	-6%	-3%	13%	?	-3.1	-6%
CN(C)c1ccc(C(=O)c2ccc(N(C)C)c3ccccc23)cc1	-7%	?	3%	0%	-8%	4%	-16%	-0.4	-10%
COc1ccccc1C(=O)OCc1nc(N)nc(Nc2ccccc2C)n1	5%	2%	-16%	-7%	-2%	-22%	16%	0.0	-7%
CC1CC(C)CN(C(=O)CNC(=O)c2ccc3ccccc3c2)C1 (configuration not stated)	-3%	33%	-16%	-15%	15%	2%	8%	-0.9	-5%
COc1ccc(S(=O)(=O)NCC2CCCN(C(=O)c3ccco3)C2)cc1 (configuration not stated)	-5%	1%	-11%	-4%	4%	51%[activator]	?	-1.0	-2%
N[C@H](C(=O)O)[C@H]1C[C@@H]1C(=O)O	/	1%[57.1 µM]	-9%	/	-6%&9%	-6%[58.9 µM]	?	/	3%[60.1 µM]
OC(C#CCN1CCCCC1)c1ccccc1 (configuration not stated)	-1%	-1%	-21%	-6%	1%	12%	-8%	0.4	7%
O=C(CCSc1nc(-c2ccco2)cc(C(F)(F)F)n1)Nc1ccc2c(c1)OCO2	-3%	11%	-1%	4%	-6%	37%[activator]	1%	-0.7	0%
Oc1sc(C=Nc2ccc(F)cc2)c2ccccc12	-9%	-24%	-6%	-7%	-3%	6%	-13%	-0.9	-11%
COc1ccc2c(c1)C1NC(=S)NC(C)(O2)C1C(=O)Nc1ccc(C)cc1C (configuration not stated)	1%	-1%	7%	7%	-5%	58%[activator]	?	1.5	-11%
COc1ccc(C(=O)N2CCC3(CCCN(c4ccc(-c5ccccc5)cc4)C3)CC2)cc1	-2%	/	/	/	-6%	/	?	/	-2%[60.1 µM]
CCc1ccccc1NC(=O)N1CCCn2nc(C)cc21	-1%	-19%	-6%	3%	/	32%[activator]	0%	0.8	-11%
CC1=CC(C)(C)NC(=S)N1c1cc(C)cc(C)c1	4%	24%	?	4%	1%	64%[activator]	?	-0.4	-7%
FC(F)(F)c1ccc2c(c1)NCC1CCCN21 (configuration not stated)	-6%	-6%	?	13%	4%	21%	5%	1.0	-15%
CCN(CC)S(=O)(=O)c1ccc(/C=C/C(=O)Nc2ccc(N3CCOCC3)cc2)cc1	-11%	-1%	?	-4%	-10%	-5%	-8%	0.5	0%
Brc1ccc(/C=N/Nc2nncc(-c3ccccc3)n2)o1	-1%	?	-1%	/	-7%	/	0%	0.0	/
Cc1cccc(C)c1NC(=O)C1(N(Cc2ccco2)C(=O)CC2NC(=O)NC2=O)CCCC1 (configuration not stated)	-1%	24%	-9%	-4%	0%	-3%	0%	-0.6	3%
COCCSc1nnc(NC(=O)C2CC(=O)N(c3ccc(Cl)cc3)C2)s1 (configuration not stated)	-3%	2%	-18%	6%	-5%	?	?	-0.2	-1%
O=C(CN1CCN(Cc2ccccc2)CC1)N/N=C/c1c[nH]c2ccccc12	3%	-21%	-4%	/	1%	15%	10%	0.6	-17%
Cc1ccc(-c2noc(CCC(=O)NCCCN3CCN(c4ccc(F)cc4)CC3)n2)cc1	2%	2%	-12%	0%	0%	10%	0%	0.4	-9%
CCNS(=O)(=O)c1ccc(CCC(=O)N2CCc3ccccc3C2)cc1	-5%	2%	-13%	-6%	49%[activator]	-2%	36%[activator]	0.2	-13%
C=CCn1c(=S)[nH]c2cc(-c3ccccc3)sc2c1=O	-7%	-1%	-2%	-7%	-8%	?	1%	0.6	-18%
COc1ccc(C(=O)/C=C/NCc2ccc(C)cc2)cc1	/	/	/	4%	/	-15%	?	/	-12%
COc1ccc(S(=O)(=O)N2CCOCC2)cc1NC(=O)CCNC(=O)c1ccc([N+](=O)[O-])cc1	/	/	/	5%	-3%	-19%	?	0.2	4%

Sorted by the number under ERG Ets-DNA blk (ascending): some entries from above
| structure | BLM helicase inh | Pol beta inh | ERG Ets-DNA blk | POLI inh | 12-LOX inh | TRHR ag | Pol kappa inh |
| --- | --- | --- | --- | --- | --- | --- | --- |
| CCN(CC)S(=O)(=O)c1ccc(/C=C/C(=O)Nc2ccc(N3CCOCC3)cc2)cc1 | -11% | -1% | -4% | -5% | -8% | 0.5 | 0% |
| Cc1ccc(-c2noc(CCC(=O)NCCCN3CCN(c4ccc(F)cc4)CC3)n2)cc1 | 2% | 2% | 0% | 10% | 0% | 0.4 | -9% |
| COc1ccc(C(=O)/C=C/NCc2ccc(C)cc2)cc1 | / | / | 4% | -15% | ? | / | -12% |

Screens: PubChem BioAssay, National Center for Advancing Translational Sciences (NCATS)

These rows are one share of the data; count on the stated rates, not on these rows.
